# Yfh1-off respiration – enhancers of respiration in Yfh1-depleted yeast, dose response, Friedreich's ataxia, plus single-dose screen (AID 1465) | S. cerevisiae Yfh1-off respiration, WST-1 reduction, 72 h; higher fold induction means a stronger effect | fold induction at 50 µM, or EC50 in µM where a hit was titrated | 0.074% of 220,000 active;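 active means fold induction of absorbance versus untreated yeast above a set limit, then at least 30% activation at any dose in follow-up; inconclusive means repeats straddling the limit, or above it without dose testing; inactive means fold induction below the set limit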;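 further: activators that raise dye reduction in frataxin-depleted yeast; strong numbers were not always called active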
# West Nile antiviral – West Nile virus antiviral activity, cell-based, CPE readout (AID 1621); West Nile virus-infected cells, CPE inhibition; higher % means a stronger effect; CPE inhibition, % at 10 µM; hits with a dose series show IC50 in µM; 0.02% of 290,000 active; in the data active means a potency from the dose series; inconclusive means CPE inhibition mostly from about 3.7% at the one dose, without a potency; inactive means the rest, 99 in 100 with CPE inhibition below about 2.2%; further: strong numbers were not always called active
# RSV CPE inhibition – RSV antiviral activity via CPE protection, HEp-2 cells, primary 10 µM value included (AID 2391). CPE inhibition, % at 10 µM; hits with a dose series show IC50 in µM. HEp-2 cells, RSV-induced CPE inhibition; higher % means a stronger effect. 0.13% of 310,000 active; in the data active means a potency from the dose series; inconclusive means CPE inhibition mostly from about 23% at the one dose, without a potency; inactive means the rest, 99 in 100 with CPE inhibition below about 21%; further: strong numbers were not always called active
# Dengue-2 NS5 capping – Dengue-2 NS5 methyltransferase inhibitors, primary screen, biochemical, confirmation dose response (AID 588689); Genome polyprotein (Dengue virus type 2 (strain 16681-PDK53)); Dengue-2 NS5 methyltransferase capping enzyme assay, biochemical; higher % means a stronger effect; inhibition, % at 25 µM, or IC50 in µM where a hit was titrated; 0.3% of 340,000 active; in the data active means a potency from the dose series; inconclusive means inhibition above about 29% without an active follow-up result
# XIAP displacement – XIAP antagonists, biochemical, IAP family, fluorescence polarization (AID 1018); E3 ubiquitin-protein ligase XIAP (Homo sapiens); XIAP BIR domain, fluorescence polarization peptide displacement; higher % means a stronger effect; displacement, % at 20 µM, or IC50 in µM where a hit was titrated; 0.007% of 200,000 active; in the data active means displacement above about 50%; further: a part of the inactive calls stands beside numbers as strong as those of hits
# CSM14.1 death rescue – rescue of cells from ER stress-induced death, primary screen, 384-well, CSM14.1, thapsigargin, ATP luminescence (AID 1222). one-dose cellular ATP content (survival), % at 20 µM; EC50 in µM for titrated hits. CSM14.1 thapsigargin-induced death rescue, ATP luminescence; higher % means a stronger effect. 190,000 tested, under 10 active;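 active means EC50 below 50 µM in the dose-response confirmation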;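 further: death triggered by thapsigargin at about 15 µM added after 2 h compound pretreatment; cell ATP read after overnight thapsigargin exposure of roughly 18 to 22 hours; normalized against plate controls of thapsigargin alone and 5% DMSO vehicle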
# WT yeast gro inh – growth inhibition of WT strain, primary screen, mitochondrial fusion inhibitor project, WT and mutant strains, chemical genetic; mitochondrial fusion phenotypic screen; inhibition, % at 10 µM; 2.1% of 190,000 active; AID 1362, 2008; in the data active means inhibition above about 58%; tested in S. cerevisiae
# UTI89 phage lysis – inhibition of K1F phage lysis, E. coli UTI89, bacterial capsule biogenesis inhibitors, alamar blue (AID 488966); E. coli UTI89 K1F phage lysis, alamar blue, 2 h; higher % means a stronger effect; inhibition, % at 100 µM, or IC50 in µM where a hit was titrated; 0.02% of 340,000 active;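 active means phage lysis inhibition, versus mean bacterial control, above a set limit; inconclusive means no clear call, values can overlap the other calls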;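 further: capsule biogenesis inhibitors block K1F phage lysis so surviving cells raise fluorescence; higher fluorescence means more inhibition of phage lysis; actives were called in the ten point dose series up to 300 µM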
# Large T inhibition – SV40 large T antigen inhibitors, biochemical (AID 1903). SV40 large T antigen ATPase/helicase inhibition assay; higher % means a stronger effect. one-dose inhibition, % at 20 µM; IC50 in µM for titrated hits. 0.39% of 310,000 active; in the data active means a potency from the dose series; inconclusive means inhibition mostly from about 32% at the one dose, without a potency; inactive means the rest, 99 in 100 with inhibition below about 32%; further: strong numbers were not always called active
# WT yeast gro inh mutant strain – recorded beside WT yeast gro inh, whose call it bears; inhibition, %; mitochondrial fusion phenotypic screen, mutant strain inhibition
# Dengue-2 NS5 capping pilot replicate – second read-out of Dengue-2 NS5 capping, no call of its own (marks repeat the call); inhibition, %; measured here: pilot screen replicate inhibition
# * = called active by the depositor; i = inactive; ? = inconclusive; · = no result given; [ ] = remark or other dose.
SMILES,Yfh1-off respiration,West Nile antiviral,RSV CPE inhibition,Dengue-2 NS5 capping,XIAP displacement,CSM14.1 death rescue,WT yeast gro inh,WT yeast gro inh mutant strain,UTI89 phage lysis,Large T inhibition,others
CSc1nc(N(C)C)c2ccccc2n1,i,0.0%,0.8%,3%,-5.9%,0.2%,13,19,0.7%,1%,
O=C(c1nnc(-c2ccc(Cl)cc2)o1)C1CCCC1,i,-0.8%,1.8%,0%,-3.4%,-0.9%,9,-19,0.2%,3%,
Cc1nn(Cc2ccc(C(=O)NN)cc2)c(C)c1Cl,i,0.2%,·,3%,·,·,·,·,-0.3%,6%,
Cc1ccccc1NC(=O)CN1C(=O)S/C(=C\c2cccn2-c2cccc(C(=O)O)c2)C1=O,i,0.0%,2.7%,5%,-49%,-1.0%,9,0,0.0%,7%,
Cc1cc[n+](-c2[nH]c(=O)sc2/C=N/N=C(\[O-])c2ccncc2)cc1C,·,0.2%,-1.5%,11%,·,·,·,·,0.5%,9%,
O=C(Nc1cccc(Cl)c1)C1=Cc2cc(Cl)ccc2OC1,i,0.0%,4.1%,-7%,-4.0%,1.9%,21,-15,0.3%,20%,
O=C(NC1CCN(C(=O)Nc2ccccc2Cl)CC1)c1cccc(F)c1,·,-0.6%,0.7%,-7%,·,·,·,·,0.0%,-10%,
CCOc1ccc(NC(=O)CN(C)S(=O)(=O)c2ccc(-c3ccc(=O)[nH]n3)s2)cc1,·,0.0%,3.9%,-9%,·,·,·,·,0.0%,8%,
NC(=O)COc1ccc(/C=N/NS(=O)(=O)c2ccccc2)cc1,i,0.9%,0.7%,-6%,-9.0%,-1.8%,1,8,0.2%,6%,
Cn1c(=O)c2c(nc(SCC(=O)OCc3ccccc3)n2C)n(C)c1=O,i,-0.4%,·,1%,0.6%,0.5%,18,9,6.5%,1%,
Fc1ccc(Nc2nc(-c3ccncc3)nc3ccccc23)cc1,i,-0.8%,4.4%,-4%,1.3%,3.5%,-12,5,-2.2%,10%,
CCNC(=S)N1CCN(C(=O)c2ccco2)CC1,i,-0.1%,-0.7%,-2%,0.7%,-1.7%,17,-9,3.1%,1%,
CC(C)C(C(=O)NCc1ccco1)N(CC1CCCO1)C(=O)CNS(=O)(=O)c1ccc(F)cc1 (stereo not drawn),·,0.1%,1.1%,-4%,·,·,·,·,0.4%,3%,
Cc1ccc(C(=O)n2nc(C#N)c(C#N)c2N)cc1,i,0.1%,1.5%,1%,·,·,·,·,0.2%,3%,
N#CC1=C(N)N(c2ncn[nH]2)C2=C(C(=O)CCC2)C1c1ccc(F)cc1 (stereo not drawn),i,-0.1%,0.9%,3%,-1.7%,0.2%,3,-20,0.1%[50 µM],-32%,
Cc1[nH]c2ccccc2c1C(=O)CN1CCCCC1CCO (stereo not drawn),i,-0.1%,1.1%,-6%,-4.3%,-4.0%,-17,-10,0.1%,4%,
CC(C)CSc1n[nH]c(N)n1,i,0.1%,0.9%,-1%,-0.9%,-5.1%,5,-3,0.0%,6%,
CC(C)c1ccc(CCNC(=O)CSC(=S)N2CCCC2)cc1,·,·,-0.9%,0%,·,·,·,·,0.6%[50 µM],7%,
Cc1ccc(NC(=O)Cn2nc(C)c([N+](=O)[O-])c2C)cc1Cl,i,-0.8%,·,2%,-3.4%,-0.6%,30,13,0.4%,6%,
CN1C(=O)C(c2ccccc2[N+](=O)[O-])C(=O)c2ccccc21 (stereo not drawn),·,-0.1%,0.8%,-2%,·,·,·,·,0.2%,5%,
O=C(CN1CCCC1)N/N=C/c1ccc(-c2cccc(Cl)c2)o1,i,-0.3%,2.7%,-10%,-5.9%,-1.7%,2,12,0.0%,4%,
Cc1nc2ccccc2c(=O)n1NC(=O)C1CC1,i,-0.1%,2.7%,-7%,-3.0%,0.3%,0,5,-1.5%,8%,
Cc1ccc(-c2nn3c(C)nnc3s2)cc1N,i,0.7%,26%,5%,-3.6%,-1.0%,-4,3,3.5%,9%,
Cc1c(O)nc2sc3ccccc3n2c1=O,i,0.3%,3.1%,·,·,·,·,·,·,0%,

# Next section, overlapping the part above by 2 compounds.
SMILES,Yfh1-off respiration,West Nile antiviral,RSV CPE inhibition,Dengue-2 NS5 capping,XIAP displacement,CSM14.1 death rescue,WT yeast gro inh,WT yeast gro inh mutant strain,UTI89 phage lysis,Large T inhibition,others
Cc1ccc(-c2nn3c(C)nnc3s2)cc1N,i,0.7%,26%,5%,-3.6%,-1.0%,-4,3,3.5%,9%,
Cc1c(O)nc2sc3ccccc3n2c1=O,i,0.3%,3.1%,·,·,·,·,·,·,0%,
CC(C)c1[nH]nc2c1C(C1C=CCCC1)C(C#N)=C(N)O2 (stereo not drawn),i,1.5%,1.6%,-5%,·,·,·,·,0.7%,12%,
O=C(Cc1cccc2ccccc12)OCn1nnc2ccccc2c1=O,i,0.1%,-0.3%,1%,-3.7%,-0.4%,-6,-4,0.5%,1%,
COc1ccc(N=C2SC(C(=O)O)CC(=O)N2Cc2ccc(OC)c(OC)c2)cc1 (stereo not drawn),i,0.4%,3.5%,3%,-4.9%,2.0%,-6,-16,0.1%,1%,Dengue-2 NS5 capping pilot replicate=-4.6
CCN(CC)c1ccc(Nc2cc3n(c(=O)n2)CCc2cc(OC)c(OC)cc2-3)cc1,·,0.1%,?,-7%,·,·,·,·,1.1%[50 µM],31%,
COc1ccc(OCCNC(=O)c2ccc(C)cc2)cc1,·,-1.1%,0.9%,-4%,·,·,·,·,-1.1%[50 µM],3%,
Cc1ccc(C(C(=O)NC2CCCC2)N(Cc2ccc(F)cc2)C(=O)c2snc(C(N)=O)c2N)o1 (stereo not drawn),·,-1.1%,1.9%,-10%,·,·,·,·,0.3%,1%,
COc1ccccc1CC(=O)Nc1ccc(F)cc1F,i,·,2.7%,-2%,-3.7%,-1.7%,1,-17,-2.1%,-2%,
Cc1cc(O)c(C=Nc2cccc(Cl)c2)c(=O)o1,i,-0.2%,0.3%,-6%,-1.6%,·,11,-4,-1.6%,15%,
C=CCN=C1S/C(=C/c2cccc([N+](=O)[O-])c2)C(=O)N1CC=C,i,1.4%,54%,-8%,·,·,·,·,0.8%,5%,
Cc1ccc2c(c1)nnn2C1CCN(CC(=O)N(c2ccccc2)c2ccccc2)CC1,i,0.5%,1.3%,-6%,·,·,·,·,-0.2%,12%,
COc1cccc(-c2nc3sc4c(c3c(=O)[nH]2)CCCCC4)c1,i,-0.1%,3.1%,-4%,-2.9%,-3.8%,9,-9,0.9%[50 µM],8%,
Cc1[nH]n(-c2ccccc2)c(=O)c1C=NCCc1ccccc1,i,-0.5%,-0.1%,1%,-6.1%,1.2%,-11,-8,0.1%,3%,
O=C(COc1ccccc1[N+](=O)[O-])N1CCC(Cc2ccccc2)CC1,i,-0.7%,3.7%,-5%,-4.0%,2.3%,14,-6,3.3%,5%,
Cc1cc(C(=O)Nc2ccc3nc(C)sc3c2)c2ccccc2n1,i,0.3%,0.4%,-1%,·,·,·,·,0.2%,-3%,
CCOc1ccc(CNC(=O)C2CC(=O)N(C3CCCC3)C2)cc1OC (stereo not drawn),i,-0.4%,0.0%,0%,-3.3%,-1.0%,-25,-17,0.0%,6%,
CC(Sc1nc(-c2ccccc2)cc(C(F)(F)F)n1)C(=O)N1CCOCC1 (stereo not drawn),i,-0.6%,0.9%,·,-2.1%,-1.5%,-15,-4,0.1%,3%,
Cc1cccc(/C=C/c2onc(C)c2S(=O)(=O)N2CCC(C(=O)NC(C)C)CC2)c1,·,-0.6%,2.0%,1%,·,·,·,·,7.8%,·,
COc1ccc(S(=O)(=O)N2CCSC2)cc1C,i,-0.2%,0.7%,11%,-2.2%,-0.1%,-13,14,2.7%,0%,
CCOc1ccc(C(=O)NCc2ccccc2)cc1Br,i,-0.6%,6.4%,-5%,-16%,-0.2%,20,-5,0.8%[50 µM],6%,
Cc1noc(C)c1C(=O)Nc1nc(-c2ccc([N+](=O)[O-])cc2)cs1,·,-0.2%,0.1%,4%,·,·,·,·,-0.1%,4%,
O=C(NCC(=O)N1CCN(S(=O)(=O)c2ccccc2)CC1)c1ccc(Br)o1,·,·,-2.6%,-1%,·,·,·,·,1.3%[50 µM],15%,
Cc1cc(=O)oc2cc(OC(C)C(=O)O)c(Cl)cc12 (stereo not drawn),i,-0.5%,1.1%,-3%,-2.2%,-1.7%,10,16,-2.2%,12%,
CC(C)C[C@H](NC(=O)Nc1cccc(C(F)(F)F)c1)C(=O)O,i,-0.6%,-0.3%,-3%,-11%,1.3%,-3,-2,1.9%[50 µM],2%,
CCN(c1ccccc1)S(=O)(=O)c1ccc(NC(=O)c2ccco2)cc1,i,-1.7%,18%,-9%,-6.5%,-0.2%,-8,-16,-0.1%,10%,
C/C(=N\NC(=O)c1cc(C(C)C)[nH]n1)c1ccco1,i,-0.6%,0.3%,-4%,-6.3%,-1.0%,22,5,0.1%,3%,
CCOc1ccc(C(=S)N2CCOCC2)cc1,i,-0.4%,2.7%,-8%,-13%,-1.3%,9,-12,0.6%,9%,
CCCC(=O)Nc1ccccc1NC(=O)c1ccc(OC)cc1,i,-0.3%,-0.2%,-8%,-2.0%,-0.2%,3,11,-0.1%,-3%,
Cc1cc2c(cc1S(=O)(=O)NCCc1ccc(Cl)cc1)OCC(=O)N2,·,-1.0%,2.6%,-2%,·,·,·,·,6.5%,10%,
CN(Cc1ccc(Cl)cc1Cl)C(=O)CNC(=O)c1ccc2c(c1)OCO2,·,·,-2.7%,1%,·,·,·,·,0.5%[50 µM],2%,
COc1ccc(-c2noc(C3CCCN(C(=O)c4cccs4)C3)n2)cc1 (stereo not drawn),i,-0.8%,1.3%,-2%,-4.2%,0.3%,7,-5,1.1%,-6%,
O=C(Nc1cccc([N+](=O)[O-])c1)C12CC3CC(C1)CC(n1cnc([N+](=O)[O-])n1)(C3)C2,i,0.0%,0.2%,-4%,-4.1%,-2.2%,3,-8,-0.4%,10%,
Cc1nc2ccccc2n2c(O)c(CC(=O)O)cc12,i,-0.6%,0.6%,?,14%,-3.4%,-3,-10,0.4%,10%,
Cc1nn(CC(=O)Nc2ccc(N(C)C)cc2)c(C)c1[N+](=O)[O-],i,1.6%,1.7%,-5%,0.6%,-1.7%,-2,-10,3.1%[50 µM],12µM*,
COC(=O)c1cccc(CSc2nc3ccccc3[nH]2)c1,i,-0.9%,2.0%,-4%,-22%,-11%,1,-5,0.2%,24%,
CCCCC1CC(C)(C(=O)CSc2nc3ccccc3s2)OC1=O (stereo not drawn),i,-0.2%,1.4%,-7%,-4.3%,1.6%,26,27,-0.2%,19%,

# Bioassay records as filed in PubChem.
